# Compound activity: PubChem BioAssay, several laboratories
# bIAP act: bovine intestinal alkaline phosphatase activators, primary screen, biochemical, bovine IAP, CDP-star luminescence. activation factor at 20 µM. purified bovine IAP, 30 min; hits give high values; fold of DMSO-control signal, blank-subtracted. alkaline phosphatase, intestinal [Bos taurus]. 200,000 tested, 0.17% active;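 active = activation factor of 2 or more at 20 µM, a signal rise over negative controls twice the positive control's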
# APP 5'UTR act: activators of APP 5'UTR luciferase reporter, primary screen, SH-SY5Y cells. SH-SY5Y APP 5'UTR luciferase reporter, luminescence; zero percent = DMSO vehicle wells. activation, % at 2 µM. 190,000 tested, 1% active. AID 1276, 2008;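 active = activation above a set limit, based on mean plus 3 SD of controls, cut at about 140% in these data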; also: values of inactives mirror those of a sister screen read the other way
# PMI act satM6P: human PMI activators, high substrate, primary screen, biochemical, fluorescence intensity, near-saturating mannose 6-phosphate; Mannose-6-phosphate isomerase (Homo sapiens), P34949; coupled PMI enzyme assay, resazurin fluorescence, 20 min; hits give high values; 1 = untreated enzyme, 0 = substrate-free blank; activation factor at 20 µM; 190,000 tested, 0.34% active; AID 1216, 2008;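 active = activation factor of 2 or more at 20 µM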
# Target sequence (P34949 whole entry, looked up): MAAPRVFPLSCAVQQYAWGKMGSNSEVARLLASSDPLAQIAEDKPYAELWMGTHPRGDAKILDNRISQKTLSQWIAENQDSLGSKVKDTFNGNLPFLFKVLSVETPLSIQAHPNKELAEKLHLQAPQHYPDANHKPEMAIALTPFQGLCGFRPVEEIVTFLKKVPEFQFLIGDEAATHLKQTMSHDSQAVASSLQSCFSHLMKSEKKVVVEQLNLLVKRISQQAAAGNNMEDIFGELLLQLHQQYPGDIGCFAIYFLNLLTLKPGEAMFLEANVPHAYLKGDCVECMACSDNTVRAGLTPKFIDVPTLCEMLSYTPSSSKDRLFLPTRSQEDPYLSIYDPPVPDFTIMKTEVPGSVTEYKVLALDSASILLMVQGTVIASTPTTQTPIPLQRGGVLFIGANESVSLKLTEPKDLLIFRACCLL
#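 Test system: human phosphomannose isomerase with PGI, G6PDH, diaphorase coupling enzymes; Amount: PMI at 15 ng/mL final; Reagent: Mannose-6-phosphate 1.0 mM (near-saturating) plus 0.22 mM NADP+; Timing: 20 min, room temperature; Technique: resorufin fluorescence at Ex 544/Em 590 nm; Dosing: 20 µM single dose.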
# TNAP inh no acc: human TNAP enzyme inhibitors, primary screen, biochemical, luminescent, no phosphate acceptor, uHTS; Alkaline phosphatase, tissue-nonspecific isozyme (Homo sapiens), P05186; purified TNAP, CDP-star luminescence, 30 min; inhibition, % at 20 µM; 200,000 tested, 0.26% active; AID 1012, 2008;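 active = tissue-nonspecific alkaline phosphatase inhibition above about 50% at 20 µM in the single-dose screen, limit read from the data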;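 also: 0% = DMSO negative control and 100% = EDTA positive control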
# TNAP inh hiacc: human TNAP enzyme inhibitors, primary screen, biochemical, luminescent, high phosphate acceptor level, uHTS; Alkaline phosphatase, tissue-nonspecific isozyme (Homo sapiens), P05186; purified TNAP, CDP-star luminescence, 1 M DEA; inhibition, % at 20 µM; 200,000 tested, 0.03% active;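 active = over 50% inhibition of tissue-nonspecific alkaline phosphatase at 20 µM in the single-dose screen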;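 also: plate controls were DMSO wells for no effect and EDTA-quenched wells as full inhibition for full effect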
# FLuc act counter: FLuc activators, initial screening, artefact control for FLuc-dependent activation tests, biochemical, ATPlite luminescence; Luciferin 4-monooxygenase (Photinus pyralis), P08659; ATPlite luciferase biochemical, 10 min; 0 = ATP-free wells, 1 = DMSO control; activation factor at 10 µM; 200,000 tested, under 10 active; AID 1027, 2008;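 active = luciferase activation factor, scaled between plate controls, of at least 2 with compound at 10 µM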
# Target sequence (P08659 whole entry, looked up): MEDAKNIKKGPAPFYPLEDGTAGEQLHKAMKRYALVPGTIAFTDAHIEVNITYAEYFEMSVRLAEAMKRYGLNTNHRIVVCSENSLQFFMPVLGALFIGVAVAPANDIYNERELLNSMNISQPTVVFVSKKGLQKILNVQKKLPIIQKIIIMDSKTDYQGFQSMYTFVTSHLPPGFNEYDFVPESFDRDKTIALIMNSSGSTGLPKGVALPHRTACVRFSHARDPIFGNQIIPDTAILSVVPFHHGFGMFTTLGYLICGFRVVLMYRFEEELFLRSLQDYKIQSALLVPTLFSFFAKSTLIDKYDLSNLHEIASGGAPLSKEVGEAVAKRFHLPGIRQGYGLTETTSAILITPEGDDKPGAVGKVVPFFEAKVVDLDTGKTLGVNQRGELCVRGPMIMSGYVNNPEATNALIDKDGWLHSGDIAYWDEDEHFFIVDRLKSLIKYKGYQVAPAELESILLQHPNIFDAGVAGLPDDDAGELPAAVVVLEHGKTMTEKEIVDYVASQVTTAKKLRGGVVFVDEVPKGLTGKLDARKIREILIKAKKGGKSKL
#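 Material: Luciferase/luciferin reagent mix | Doses: Test compounds dosed from 2 mM stocks in 100% DMSO | Timing: 10 min incubation after luciferase reagent addition, room temperature | Measured by: Luminescence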
# FLuc inh counter: firefly luciferase enzyme inhibitors, primary screen, artefact control for luciferase-based inhibitor screens, biochemical, luminescence, ATPLite; Luciferin 4-monooxygenase (Photinus pyralis), P08659; 10 min; inhibition, % at 10 µM; 200,000 tested, 1.5% active; AID 1006, 2008;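 active = inhibition above about 50% when tested at 10 µM, limit read from the data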
# PMI activator: activators of human PMI, primary screen, biochemical, fluorescence intensity, near-Km mannose 6-phosphate; activation factor at 20 µM; 190,000 tested, 0.005% active; AID 1214, 2008; purified human PMI, coupled resazurin fluorescence, 20 min; hits give high values; 1 = vehicle control, 0 substrate-free wells; Mannose-6-phosphate isomerase (Homo sapiens), P34949;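 active = activation factor of 2 or more at 20 µM, relative to plate controls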
# TNAP act hiacc: TNAP activators at high phosphate acceptor level, primary screen, biochemical, luminescence, uHTS | activation factor at 20 µM | Alkaline phosphatase, tissue-nonspecific isozyme (Homo sapiens), P05186 | AID 1136, 2008 | purified TNAP, CDP-star luminescence, 1 M DEA, 30 min; hits give high values; 0 = EDTA background, 1 = DMSO-only activity | 200,000 tested, under 10 active;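 active = activation factor at least 2 at 20 µM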
#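 Control set: EDTA negative control, DMSO positive control / Assay system: human TNAP / Quantity: TNAP 1/800 final / Evaluation: TNAP activation factor scaled between EDTA and DMSO control wells / Measured by: luminescent substrate turnover signal / Compound dosing: one dose, 20 µM / Times: 30 min enzyme reaction at room temperature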
# NF-kB neuron act: activators of NF-kB expression in neurons, primary screen, cell-based, HTS; fold change at 12.5 µM; AID 1239, 2008; 190,000 tested, 1.6% active; human neuronal cells, NF-kB reporter expression; hits give high values; in the data active = fold change above about 3.3
# Active calls of the source: *; . = no result given.
SMILES,bIAP act,APP 5'UTR act,PMI act satM6P,TNAP inh no acc,TNAP inh hiacc,FLuc act counter,FLuc inh counter,PMI activator,TNAP act hiacc,NF-kB neuron act
COc1ccc(Cl)c(S(=O)(=O)N2CCCC2)c1,0.9,-0.1,1,-10.9,-6.7,1,-1.1,0.9,1.1,0.96
COC(=O)c1ccc(N2CCN(C)CC2)c(NC(=O)COc2ccc(OC)cc2)c1,1.2,2.2,1.1,-5.6,-4.4,1,-0.3,1.1,1,0.85
CCOc1ccc(-c2nc(CSc3nnc(N)s3)cs2)cc1OC,0.9,37.8,1,-3.5,-5.5,1,-1.5,0.9,1.1,1.22
COc1cc(C(=S)N2CCCC2)cc(OC)c1OS(=O)(=O)c1ccc(NC(C)=O)cc1,1.1,-7.6,0.9,-10.1,-5.4,1.1,-9.2,0.9,1.1,1.17
COc1cc(OC)cc(OCC(O)Cn2cnc(-c3ccccc3)c2)c1 (stereo not drawn),0.9,5.7,0.9,-10.0,-5.1,1.1,-7.4,1.1,1.1,1.05
COc1ccc(NC(=O)c2cn(CCC#N)nc2-c2cccs2)cc1,1,-12.4,1,1.0,1.8,1,1.0,0.9,1,1
Cc1cc(C)c2cc(C#N)c(NCCNC(=S)NCCCN3CCOCC3)nc2c1,0.9,-3.3,1.1,-10.1,-4.7,1.1,-5.2,1,1,0.75
CCN1CCN(CCCNC(=O)C(=O)c2c(C)[nH]c3ccccc23)CC1,1,10.2,0.9,-13.7,-4.5,1,-2.6,1.1,1,1.11
Cc1ccccc1-n1c(CSC(=N)N)nc2ccccc2c1=O,1.2,-9.0,1,-5.0,-1.3,1.1,-7.6,1,1,1.29
CCCCc1nnc(NC(=O)CSc2nc(C)cc(=O)[nH]2)s1,0.9,-11.9,1,-19.5,-3.3,1,-4.8,1,1,0.96
CCNC(=O)CC1C(=O)N(c2ccccc2)C(=O)N1CCc1ccc(OC)c(OC)c1 (stereo not drawn),1,-1.4,1,6.5,-1.6,1.1,-6.3,1,1,1.02
CC1=NN(C(=O)c2cc(C)nn2C)C(O)(C(F)(F)F)C1 (stereo not drawn),0.9,-7.2,1.2,-10.7,-5.2,1.1,-7.8,1.2,1.1,1.49
COC(=O)Nc1ccc(S(=O)(=O)N2CCCC(C(=O)N3CCC(C)CC3)C2)cc1 (stereo not drawn),1.1,25.1,1,-41.7,-3.0,1,-3.1,1,1,0.85
CC(C)c1onc(C(=O)N2CCN(C(c3ccccc3)c3ccccc3)CC2)c1[N+](=O)[O-],1.2,8.2,1,15.5,2.6,1,4.0,1.1,1,0.19
CCOC(=O)N1CCC(NC(=O)C2CCN(S(=O)(=O)c3ccc4c(c3)oc(=O)n4C)CC2)CC1,1,11.6,1.1,-15.3,-4.9,1,-3.9,1,1,1.06
COC(=O)C1=C(C)NC(=O)CC1c1ccc(C(=O)OC)cc1 (stereo not drawn),1,-19.2,0.9,-7.7,-2.1,1.1,-7.6,0.9,1,1.06
CCN(CC)C(=O)CSc1nc2ccc(NC(=O)CSc3nnc(N)s3)cc2s1,1.1,3.6,0.9,-0.3,-5.8,1,-3.0,1.1,1.1,0.85
CC(=O)Nc1cccc(NC(=O)C2CC(=O)N(c3ccc(C)cc3)C2)c1 (stereo not drawn),1,10.9,1.1,-7.9,-2.9,1,-1.3,1.1,1,1.12
O=C(Nc1ccccc1)N1CC=C(c2ccc(F)cc2)CC1,0.8,94.2,0.9,-12.3,-5.4,0.9,6.2,0.8,1.1,1.49
CC1CN(Cc2nc3c(c(=O)[nH]c(=O)n3C)n2CCN2CCOCC2)CC(C)O1 (stereo not drawn),1,14.3,1,-8.4,-0.2,1,-1.7,1,1,0.99
O=C(O)/C=C/c1cccc(OCc2ccccc2)c1,1.1,6.7,1.1,-3.6,-3.2,0.8,15.4,1.2,1,1.4
O=C(N/C(=C/c1ccc(Cl)cc1)c1nc2ccccc2[nH]1)c1ccco1,0.9,-9.1,1,-8.4,-1.7,1.1,-5.3,1.1,1,1
CN(c1ccccc1)S(=O)(=O)c1cccc(NC(=O)CN2CCc3ccccc3C2)c1,0.8,-13.6,0.9,-5.9,-0.7,1,-2.3,0.9,1,0.98
O=C(Nc1cccc2nsnc12)c1ccc2c(c1)OCCO2,0.8,72.9,0.7,-7.9,-5.2,0.6,36.6,0.9,1.1,1.86
CC(=O)Nc1ccc(NC(=O)c2ccco2)cc1,0.9,16.1,1,-9.8,-4.2,0.9,11.5,0.9,1,1.13
# Additional results:
SMILES,bIAP act,APP 5'UTR act,PMI act satM6P,TNAP inh no acc,TNAP inh hiacc,FLuc act counter,FLuc inh counter,PMI activator,TNAP act hiacc,NF-kB neuron act
CC(=O)Cn1ncc(N2CCOCC2)c(Br)c1=O,1.1,13.7,1,-2.5,-8.8,1.1,-6.5,1.1,1.1,1.42
CCOc1cc(C=O)ccc1OCC(N)=O,1,-3.1,0.9,-10.2,-7.0,1.1,-9.1,1,1.1,0.96
CC(=O)Nc1ccc(S(=O)(=O)N2CC3(C)CC2CC(C)(C)C3)cc1 (stereo not drawn),1.1,-11.6,0.9,-4.9,-0.1,1,-3.6,0.9,1,0.98
CCOC(=O)C(=O)c1cn(C2OCC(OC(C)=O)C(OC(C)=O)C2OC(C)=O)c2ccccc12 (stereo not drawn),0.9,-16.2,1,-8.1,-2.0,1,-3.8,0.9,1,1
O=C(NC1CCCCC1)C1CCN(C(=O)NCc2ccccc2)CC1,1,3.9,1,-10.9,-6.5,1,-3.1,1.1,1.1,0.96
CC(=O)Nc1ccc(NC(=O)c2cccc3c2-c2ccccc2C3=O)cc1,1,-14.8,1,-7.8,0.4,1,2.9,1,1,1.06
O=C(CN1CCOc2ccccc21)NCc1ccc(Cl)cc1,1,-24.1,1,-7.7,-2.8,1,-0.5,1.1,1,1.15
O=C(CCn1nnc2ccccc2c1=O)NCC1CCC(C(=O)O)CC1 (stereo not drawn),1,-4.1,0.9,-16.1,-5.8,1,-2.1,0.9,1.1,1.09
Cc1cc(C)cc(NC(=O)CSc2nnc(-c3ccccc3Br)o2)c1,0.9,18.8,0.9,-5.0,-5.8,1.1,-9.1,0.9,1.1,1.95
O=C1N=c2ccccc2=C1c1[nH]c(=S)[nH]c1O,0.4,14.7,0.9,-13.5,10.7,1,0.7,0.8,0.9,1.21
O=C(Nc1cc2c(oc1=O)CCCC2=O)c1ccccc1,0.9,14.5,0.8,-8.9,4.1,1,0.2,0.8,1,1.11
C1CSC2(N1)C1CC3CC(C1)CC2C3 (stereo not drawn),0.8,10.5,1.1,36.0,2.8,1,-1.9,1,1,0.96
CCn1nc(C)c(CN2CCCC(CO)(Cc3ccccc3)C2)c1C (stereo not drawn),0.9,12.7,1,-6.7,-3.8,1.1,-5.8,1,1,1
COc1ccc(NCc2nnc(SCc3ccc(Cl)cc3)n2-c2ccccc2)cc1,0.9,-9.6,0.6,-0.6,-2.5,1,2.7,0.8,1,0.65
COc1ccc(/C=N/NC(=O)COc2cccc3cccnc23)cc1OC,1,-10.1,1.1,7.2,-4.4,0.9,6.3,1.1,1,0.61
Cc1ccc(C)c2[nH]c(=O)c(CN(CCCN(C)C)C(=O)NCc3ccccc3)cc12,1.1,.,0.9,-1.8,-2.3,1,-2.0,0.9,1,1.16
COc1ccc(C(=O)c2ncc(C(F)(F)F)cc2Cl)cc1,1,1.5,0.9,-1.1,-2.8,1.1,-6.9,1,1,1.12
COC(=O)c1ccc(NC(=O)c2ccc(CN3CCOCC3)cc2)cc1,1,-4.2,1,-11.2,-1.8,1.1,-7.1,1,1,1.1
CC12CN3CC(C)(CN(C1)C3c1ccc(Cl)cc1Cl)C2O (stereo not drawn),1,17.7,1,7.5,-2.4,1,-3.5,1,1,.
COc1cc(C(c2nnnn2C(C)(C)C)N2CCN(C)CC2)cc(OC)c1OC (stereo not drawn),1.2,9.0,1,-5.5,0.5,1,-1.4,1.1,1,1.32
COc1ccc(C(=O)/C=C\c2ccc(NC(=O)c3cccs3)cc2)cc1,0.9,6.8,0.9,-11.0,-4.3,1,0.4,0.9,1,1.45
Cc1ccc2nc3c(cc2c1)CN(Cc1ccco1)C(=NCC1CCCO1)S3 (stereo not drawn),1,-18.5,1.3,-8.1,0.7,1.1,-5.6,1.1,1,1.31
c1ccc(CN2CCN(c3nc(NCc4ccco4)c4ccccc4n3)CC2)cc1,1.2,9.4,1.2,3.4,-1.2,1,0.0,1,1,0.76
COC(=O)CCc1sc(NC2CCCCC2)nc1-c1ccc(OC)cc1,0.8,42.1,0.7,-6.8,-3.0,1,0.7,0.8,1,1.15
O=C(Cn1c(=O)oc2ccccc21)N1CCN(c2ccccc2)CC1,1,13.5,1,-3.6,0.6,1,-2.9,0.9,1,0.98
CC(C)CNC(=O)c1cccc(NC(=O)C2CCCO2)c1 (stereo not drawn),1,-8.7,0.9,-5.5,-3.0,1,-4.2,0.9,1,0.85
O=C(CSc1ccc2nnc(CCNS(=O)(=O)c3ccccc3)n2n1)Nc1nc2ccccc2s1,1,-14.2,1.1,-8.2,-2.8,1,-4.9,1,1,0.64
CCn1c2ccccc2c2nnc(SCC(=O)Nc3cc(C)on3)nc21,1,3.1,1.1,-9.9,-1.8,1,0.4,1,1,1.06

# A few values from the entries so far:
# CC(C)CNC(=O)c1cccc(NC(=O)C2CCCO2)c1 (stereo not drawn) in bIAP act = 1
# COC(=O)c1ccc(NC(=O)c2ccc(CN3CCOCC3)cc2)cc1 in TNAP act hiacc = 1

# Part of the list above with just bIAP act, FLuc inh counter and TNAP inh hiacc.
SMILES | bIAP act | FLuc inh counter | TNAP inh hiacc
Cc1cc(C)cc(NC(=O)CSc2nnc(-c3ccccc3Br)o2)c1 | 0.9 | -9.1 | -5.8
O=C1N=c2ccccc2=C1c1[nH]c(=S)[nH]c1O | 0.4 | 0.7 | 10.7
O=C(Nc1cc2c(oc1=O)CCCC2=O)c1ccccc1 | 0.9 | 0.2 | 4.1
C1CSC2(N1)C1CC3CC(C1)CC2C3 (stereo not drawn) | 0.8 | -1.9 | 2.8
CCn1nc(C)c(CN2CCCC(CO)(Cc3ccccc3)C2)c1C (stereo not drawn) | 0.9 | -5.8 | -3.8
COc1ccc(NCc2nnc(SCc3ccc(Cl)cc3)n2-c2ccccc2)cc1 | 0.9 | 2.7 | -2.5
